Source: PubChem BioAssay
IL-2 act: qHTS of IL-2 Activators; IL-2 activation reporter assay, cell-based qHTS; stimulated with anti-CD3/CD4/CD28 beads; in transgenic mouse T cells; 360,000 tested, 0.065% active; activation, % (series mostly up to about 46 µM); AID 652025, 2013; in the data active = activation above about 50%; inconclusive = mostly about 30% to 49%; note: 0% is about no effect
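Readout is EGFP and DsRed signal by fluorescent plate cytometry after 18 h at 37 degrees C. Transgenic mouse T cells (750/well) received compound for 60 min before bead stimulation (anti-CD3, anti-CD4, anti-CD28); memory T cells served as non-tolerant control.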
HepG2 viability: qHTS for Inhibitors of TGF-b: Cytotox Counterscreen. HepG2 CAGA-GFP viability, ATP luminescence, 18 h. Potency, µM (series often up to 46.1 µM), inactives show at the top dose activity change, negative = cytotoxicity, hits mostly cytotoxic. 410,000 tested, 0.76% active. AID 588856, 2011; note: potency is the fitted concentration of half-maximal effect; some results filed as inactive show a strong effect at the top dose
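HepG2 CAGA-GFP cells (1000/well, DMEM with 1% FBS) received compound, then TGF-beta at 500 pg/mL final, and were incubated 18 hours at 37 degrees C. Viability was read by CellTiter-Glo luminescence. Media-only wells were set as complete cell-killing and DMSO as no toxicity.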
A549 viability: Nrf2 qHTS screen for inhibitors: counterscreen for cytotoxicity; A549 ARE-Fluc cells, CellTiter-Fluor viability, 18-24 h; Potency, µM (highest dose often 46 µM), for inactives: at the highest dose activity change, negative = cytotoxicity, hits mostly inhibitors; 390,000 tested, 0.16% active; note: potency is the fitted concentration of half-maximal effect; % is set by controls: 0 for no effect and ±100 for the full control effect
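A549 ARE_Fluc cells in 5% FBS OPTI-MEM were exposed to compounds in concentration-response for 18-24 h at 37 deg C. Viability was read by CellTiter-Fluor fluorescence (Ex 405/Em 525) after 30 min, before the luciferase read.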
EPAC2 agonist: qHTS for Agonist of cAMP-regulated guanine nucleotide exchange factor 4 (EPAC2): primary screen; 360,000 tested, 0.079% active; Rap guanine nucleotide exchange factor 4 (Homo sapiens), Q8WZA2; EPAC2 activation, biochemical qHTS; response scale: 100% = 6.5 mM cAMP response; Potency, µM (highest dose often 154 µM), inactives show at the highest dose activation, actives largely listed as activators; note: potency is the fitted concentration of half-maximal effect; nearly all actives have a fitted effect of over 50% in size
Target sequence (Q8WZA2 whole entry, looked up): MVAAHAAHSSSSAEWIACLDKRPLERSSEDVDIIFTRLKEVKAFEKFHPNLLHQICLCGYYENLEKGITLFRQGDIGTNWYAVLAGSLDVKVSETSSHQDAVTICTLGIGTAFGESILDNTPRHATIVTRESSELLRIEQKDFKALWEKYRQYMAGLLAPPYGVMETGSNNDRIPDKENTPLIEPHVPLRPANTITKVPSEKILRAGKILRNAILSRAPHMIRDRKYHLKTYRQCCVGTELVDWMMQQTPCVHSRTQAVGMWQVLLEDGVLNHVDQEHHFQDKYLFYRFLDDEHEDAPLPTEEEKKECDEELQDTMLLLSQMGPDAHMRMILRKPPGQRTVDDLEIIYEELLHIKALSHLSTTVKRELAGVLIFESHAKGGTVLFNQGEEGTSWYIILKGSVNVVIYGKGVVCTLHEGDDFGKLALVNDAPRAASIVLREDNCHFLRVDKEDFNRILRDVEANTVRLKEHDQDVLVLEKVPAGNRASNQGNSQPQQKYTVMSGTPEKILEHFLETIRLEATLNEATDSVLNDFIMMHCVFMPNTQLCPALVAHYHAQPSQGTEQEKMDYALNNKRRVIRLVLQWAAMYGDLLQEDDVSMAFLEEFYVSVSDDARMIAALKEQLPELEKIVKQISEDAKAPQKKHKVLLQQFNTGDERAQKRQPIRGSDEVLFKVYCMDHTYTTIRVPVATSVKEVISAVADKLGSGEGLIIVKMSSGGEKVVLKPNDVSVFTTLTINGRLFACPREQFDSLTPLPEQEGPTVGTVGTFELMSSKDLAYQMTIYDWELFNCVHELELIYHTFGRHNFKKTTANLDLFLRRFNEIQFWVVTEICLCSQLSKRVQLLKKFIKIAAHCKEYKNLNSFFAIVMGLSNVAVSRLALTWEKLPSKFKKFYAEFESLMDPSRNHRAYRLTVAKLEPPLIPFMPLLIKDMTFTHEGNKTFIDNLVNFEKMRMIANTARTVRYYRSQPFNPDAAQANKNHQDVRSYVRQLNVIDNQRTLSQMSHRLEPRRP
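Guanine nucleotide exchange by EPAC2 is measured as reduced fluorescence of BODIPY-GDP once it is released from 250 nM Rap1B. Plates are read kinetically for 30 min at room temperature; results are scaled to 6.5 mM cAMP.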
TGFb inhibitor: qHTS for Inhibitors of TGF-b; HepG2 CAGA-GFP TGF-b/SMAD3 reporter, GFP fluorescence, 18 h; TGF-beta stimulated, 500 pg/mL final; AID 588855, 2011; 410,000 tested, 1.2% active; Potency, µM (series often up to 46.1 µM), for the others: at the top dose activity, negative = inhibition, hits mostly inhibitors; note: potency is the fitted concentration of half-maximal effect; % is set by controls: 0 for no effect and ±100 for the full control effect; nearly all actives have a fitted effect of over 65% in size
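Inhibition was scored as loss of TGF-beta-induced (500 pg/mL final, 18 hours, 37 degrees C) GFP in HEPG2 cells carrying a CAGA-GFP reporter, in DMEM with 1% FBS. Well GFP was summed per cell; Activity was normalised to unstimulated and stimulated DMSO wells, then concentration-response fitting.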
Nrf2 activator: qHTS of Nrf2 Activators | AID 624171, 2012 | AREc32 ARE-luciferase reporter (MCF7-derived line), luminescence, 24 h | 410,000 tested, 0.31% active | Potency, µM (top dose mostly 46.1 µM), for the others: top-dose activation, actives largely listed as activators; note: potency is the fitted concentration of half-maximal effect; % of control where 0% means no effect; nearly all actives have a fitted effect of over 65% in size
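AREc32 cells carrying an ARE-driven firefly luciferase, 1000 cells/well in OPTI-MEM with 5% FBS, dosed after overnight attachment and incubated 24 hr at 37 deg C. Steady-Glo luminescence read after 30 min at RT.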
S2 tox: Viability Counterscreen for Primary qHTS for Inhibitors of ATXN expression | S2 cells (HEK-293 line with an ATXN2-luciferase reporter) viability, CellTiter-Fluor protease fluorescence, 24 h | Potency, µM (series often up to 56.7 µM), actives largely listed as cytotoxic | 400,000 tested, 0.49% active; note: potency is the fitted concentration of half-maximal effect; nearly all actives have a fitted effect of over 40% in size
ATXN2 expr inh: Primary qHTS for Inhibitors of ATXN expression | 360,000 tested, 0.72% active | Potency, µM (series often up to 57 µM), inactives show at the top dose activity change, negative = inhibition, usual class: inhibitors | HEK-293 ATXN2-luciferase reporter, luminescence, 24 h | AID 1745845, 2022; note: potency is the fitted concentration of half-maximal effect; % is set by controls: 0 for no effect and ±100 for the full control effect; nearly all actives have a fitted effect of over 55% in size
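ATXN2-luciferase reporter cells (luciferase flanked by upstream and downstream ATXN2 gene portions) were treated 24 h at 37 °C with compounds at up to 57 uM. SteadyGlo luminescence gave expression; GF-AFC fluorescence gave viability.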
Nrf2 block: Nrf2 qHTS screen for inhibitors; A549 ARE-Fluc reporter, luciferase luminescence, 18-24 h; Potency, µM (titrated, usually from 46 µM), for inactives: at the highest dose activity change, negative = inhibition, hits mostly inhibitors; 360,000 tested, 2.1% active; note: potency is the fitted concentration of half-maximal effect; % is set by controls: 0 for no effect and ±100 for the full control effect; nearly all actives have a fitted effect of over 60% in size
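In this cell-based qHTS, ARE-driven firefly luciferase in A549 cells reports Nrf2 activity; the luminescent signal after BugLite lysis is the measured value, with a prior CellTiter-Fluor read for cell health.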
Starred values were filed as active, the others as inactive; & = joins results of further samples; [ ] = another dose, or the depositor's remark. Unless noted, calls come from the whole dose curve; as a rule, active = well fitted curve in the direction sought with a large enough effect; inconclusive = small, poorly fitted or top-dose-only effect, or another doubt; inactive = no such curve, though single readings can be large; an effect the other way counts as inactive or inconclusive.

For N#CC1=C(N)Oc2cc3c(cc2C1c1ccc(Cl)cc1)OCO3 (configuration not stated) the results were IL-2 act -0.7, HepG2 viability -30%, A549 viability -5%, EPAC2 agonist 23%, TGFb inhibitor -11%, Nrf2 activator 0.5%, S2 tox inactive, ATXN2 expr inh -13% and Nrf2 block 7%.
CCCCN(CCCC)CCCNC(=O)Cn1cc2c(n1)-c1c(oc(C(=O)N3CCCC3)c1C)CC2 was read as IL-2 act -1.9, HepG2 viability -11%&-3%, A549 viability -9%&0%, EPAC2 agonist 3%, TGFb inhibitor 3%&-17%, Nrf2 activator -0.1%&-0.2%, S2 tox inactive, ATXN2 expr inh -26% and Nrf2 block 5%&18%.
For CCOC(=O)c1c(NC(=O)COC(=O)c2ccc(C)s2)sc2c1CC(C)(C)NC2(C)C the results were IL-2 act -1.0, HepG2 viability -29%, A549 viability 1%, EPAC2 agonist 6%, TGFb inhibitor 9%, Nrf2 activator 4.0%, S2 tox inactive, ATXN2 expr inh -29% and Nrf2 block 2%.
`Nc1nc(-c2ccco2)nn1C(=O)c1ccccc1` gave IL-2 act -2.0, HepG2 viability 4%, A549 viability -7%, EPAC2 agonist 0%, TGFb inhibitor inconclusive, Nrf2 activator 0.4%, S2 tox inconclusive, ATXN2 expr inh -1% and Nrf2 block -14%.
Screening CCNC(=S)Nc1cc(OCC)c(N2CCOCC2)cc1OCC returned IL-2 act 2.0, HepG2 viability -6%, A549 viability 5%, EPAC2 agonist 0%, TGFb inhibitor -1%, Nrf2 activator 0.1%, S2 tox inactive, ATXN2 expr inh -10% and Nrf2 block 3%.
For CCOc1ccc2nc(NC(=O)C3=NNC(=O)CC3)sc2c1 the results were IL-2 act -1.4, HepG2 viability -21%, A549 viability 2%, EPAC2 agonist 3%, TGFb inhibitor -2%, Nrf2 activator -0.1%, S2 tox inactive, ATXN2 expr inh 8% and Nrf2 block inconclusive.
Screening COc1ccc(S(=O)(=O)N2CCCCCC2)cc1NC(C)C(=O)Nc1ccc(NC(C)=O)cc1 (configuration not stated) returned IL-2 act -0.4, HepG2 viability 11%, A549 viability -10%, EPAC2 agonist 0%, TGFb inhibitor 16%, Nrf2 activator 0.3%, S2 tox inactive, ATXN2 expr inh 7% and Nrf2 block -15%.
For N#C/C(=C/c1cccs1)c1nc2ccccc2[nH]1 the results were IL-2 act -3.2, HepG2 viability -27%, A549 viability -12%, EPAC2 agonist -15%, TGFb inhibitor -18%, Nrf2 activator 25%, S2 tox inactive, ATXN2 expr inh 36%[activator] and Nrf2 block inconclusive.
`O=C(c1cc2cc(Br)ccc2[nH]1)N1CCc2ccccc21` gave IL-2 act 0.0, HepG2 viability 3%, A549 viability 5%, EPAC2 agonist 2%, TGFb inhibitor 4%, Nrf2 activator 18%, S2 tox inactive, ATXN2 expr inh 38%[activator] and Nrf2 block inconclusive.
`COc1cccc(OC)c1OCC(O)CN1CCN(c2ccccc2)CC1` (configuration not stated) gave IL-2 act -0.5, HepG2 viability -25%, A549 viability 18%, EPAC2 agonist 0%, TGFb inhibitor -1%, Nrf2 activator -0.5%, S2 tox inactive and ATXN2 expr inh -17%.
`O=C(/C=C/c1ccco1)NCCc1ccccc1` gave IL-2 act 0.8, HepG2 viability -10%, A549 viability 1%, EPAC2 agonist 6%, TGFb inhibitor 2%, Nrf2 activator 27%, S2 tox inactive, ATXN2 expr inh 34%[activator] and Nrf2 block inconclusive.
`COc1cccc(CN2CC(C(=O)NCCc3ccc(C)o3)CCC2=O)c1` (configuration not stated) gave IL-2 act -1.8, HepG2 viability -2%, A549 viability 6%, EPAC2 agonist 2%, TGFb inhibitor -8%, Nrf2 activator 0.4%, S2 tox inactive, ATXN2 expr inh -2% and Nrf2 block 20%.
Screening COc1ccc(-c2nc3scc(CCNS(=O)(=O)c4ccc5c(c4)OCCO5)n3n2)cc1 returned HepG2 viability -11%, A549 viability -5%, TGFb inhibitor 0% and Nrf2 activator 3.7%.
Screening CCOc1ccc(NC(=O)c2cc(OC)nc3ccccc23)cc1 returned IL-2 act -2.2, HepG2 viability -2%, A549 viability -16%, EPAC2 agonist -4%, TGFb inhibitor -25%, Nrf2 activator 0.0%, S2 tox inconclusive, ATXN2 expr inh -24% and Nrf2 block inconclusive.
For CCc1ccc(Cn2c(CNS(=O)(=O)c3ccc(F)c(Cl)c3)nc3cccnc32)cc1 the results were HepG2 viability -29%, A549 viability 8%, TGFb inhibitor inconclusive and Nrf2 activator 0.3%.
Screening CCCCS/C(N)=N/N=C/c1ccccc1O returned IL-2 act -2.1, HepG2 viability -21%, A549 viability -12%, EPAC2 agonist 4%, TGFb inhibitor inconclusive, Nrf2 activator 8.5%, S2 tox inconclusive, ATXN2 expr inh -6% and Nrf2 block inconclusive.
For O=C(Nc1cc2c(cc1C(=O)O)OCCCO2)c1ccc(C(F)(F)F)cc1 the results were IL-2 act -0.4, HepG2 viability -22%, A549 viability -5%, EPAC2 agonist 3%, TGFb inhibitor 1%, Nrf2 activator 9.3%, S2 tox inactive, ATXN2 expr inh 32% and Nrf2 block inconclusive.
Screening COc1ccc(N(CC(O)CN2C(=O)NC(C)(C)C2=O)S(=O)(=O)c2ccc(C)cc2)cc1 (configuration not stated) returned IL-2 act -1.7, HepG2 viability -12%, A549 viability 4%, EPAC2 agonist 4%, TGFb inhibitor inconclusive, Nrf2 activator 0.2%, S2 tox inactive, ATXN2 expr inh 5% and Nrf2 block 3%.
CC(C)CCC(C)NC(=O)C1CCN(S(=O)(=O)/C=C/c2ccccc2)CC1 (configuration not stated) was read as IL-2 act 0.1, HepG2 viability -28%, A549 viability 1%, EPAC2 agonist -2%, TGFb inhibitor -2%, Nrf2 activator -1.1%, S2 tox inactive, ATXN2 expr inh -12% and Nrf2 block 0%.
For COc1ccc(C2CC(c3ccc(Cl)cc3)=NN2C(C)=O)cc1 (configuration not stated) the results were IL-2 act 0.9, HepG2 viability -1%, A549 viability -6%, EPAC2 agonist 17%, TGFb inhibitor -6%, Nrf2 activator 10%, S2 tox inactive, ATXN2 expr inh 26% and Nrf2 block 2%.

Filtered by structure: the compounds so far with an NH in an aromatic ring.
For N#C/C(=C/c1cccs1)c1nc2ccccc2[nH]1 the results were IL-2 act -3.2, HepG2 viability -27%, A549 viability -12%, EPAC2 agonist -15%, TGFb inhibitor -18%, Nrf2 activator 25%, S2 tox inactive, ATXN2 expr inh 36%[activator] and Nrf2 block inconclusive.
`O=C(c1cc2cc(Br)ccc2[nH]1)N1CCc2ccccc21` gave IL-2 act 0.0, HepG2 viability 3%, A549 viability 5%, EPAC2 agonist 2%, TGFb inhibitor 4%, Nrf2 activator 18%, S2 tox inactive, ATXN2 expr inh 38%[activator] and Nrf2 block inconclusive.

The results go on:
For CSCCC(N=C(NS(=O)(=O)c1ccc(C)cc1)c1ccccc1)C(=O)O (configuration not stated) the results were IL-2 act -2.6, HepG2 viability -2%, A549 viability 0%, EPAC2 agonist 20%, TGFb inhibitor 6%, Nrf2 activator 0.2%, S2 tox inactive, ATXN2 expr inh 8% and Nrf2 block 1%.
Screening CC(C)C[C@H](NC(=O)c1nc[nH]c1C(=O)NCC(=O)OCc1ccccc1)C(=O)OCc1ccccc1 returned IL-2 act -3.4, HepG2 viability -12%, A549 viability 0%, EPAC2 agonist 5%, TGFb inhibitor inconclusive, Nrf2 activator 1.2%, S2 tox inactive, ATXN2 expr inh -24% and Nrf2 block 12%.
For CCC(C)NS(=O)(=O)c1ccc(OCC(=O)N2CCC(C)CC2)cc1 (configuration not stated) the results were IL-2 act 1.1, HepG2 viability -9%, A549 viability inconclusive, EPAC2 agonist -19%, TGFb inhibitor -29%, Nrf2 activator -0.3%, S2 tox inactive, ATXN2 expr inh 4% and Nrf2 block -11%.
`O=C(NC1CCCC1)C1CCCN(C(=O)Nc2ccccc2)C1` (configuration not stated) gave IL-2 act 1.2, HepG2 viability -4%, A549 viability inconclusive, EPAC2 agonist 11%, TGFb inhibitor -1%, Nrf2 activator -0.4%, S2 tox inactive, ATXN2 expr inh 3% and Nrf2 block inconclusive.
COc1cc(CSc2ncn[nH]2)c(OC)cc1CSc1ncn[nH]1 was read as IL-2 act 0.8, HepG2 viability -8%, A549 viability -3%, EPAC2 agonist 9%, TGFb inhibitor 9%, Nrf2 activator 0.5%, S2 tox inactive, ATXN2 expr inh 7% and Nrf2 block -18%.
COc1ccccc1-c1nc(C(N)=O)c2[nH]c(=O)n(-c3cccc(C)c3)c2n1 was read as IL-2 act 0.0, HepG2 viability -25%, A549 viability 3%, EPAC2 agonist 9%, TGFb inhibitor -10%, Nrf2 activator 4.5%, S2 tox inactive, ATXN2 expr inh -1% and Nrf2 block inconclusive.
`c1ccc(-c2noc(-c3ccc4c(c3)OCO4)n2)cc1` gave IL-2 act -0.1, HepG2 viability -10%, A549 viability 1%, EPAC2 agonist 6%, TGFb inhibitor -7%, Nrf2 activator 0.7%, S2 tox inactive, ATXN2 expr inh -39% and Nrf2 block inconclusive.
For COc1cccc(N2CCN(c3ccc4nnc(CCC(=O)Nc5ccccc5OC)n4n3)CC2)c1 the results were IL-2 act -2.3, HepG2 viability -7%, A549 viability 8%, EPAC2 agonist 1%, TGFb inhibitor 13%, Nrf2 activator 0.4%, S2 tox inactive, ATXN2 expr inh -15% and Nrf2 block -9%.
